From PubChem BioAssay
SR-BI uptake up = activators of SR-BI mediated DiI-HDL uptake, primary screen, ldlA[mSR-BI] CHO cells, DiI fluorescence | 3 h; 100 = double the neutral-control signal | hit rate 0.096% among 320,000 | activation, % at 12.5 µM;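 active means mean replicate activation of at least 60% and every replicate at or above 60%; inconclusive means mean or all-replicate condition met, but not both; inactive means mean below 60% and not all replicates reaching 60%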;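 further: 0% = median plate neutral-control signal and 100% = twice that signal; values of inactives mirror those of a sister screen read the other way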
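system = CHO ldlA[mSR-BI] cells, LDL receptor-null, SR-BI overexpressing | medium = Ham's F12 with 0.5% BSA, HEPES 25 mM, pH 7.4 | probe or stimulus = DiI-HDL 10 µg/mL | compound dosing = single-point compound dose | incubation = compound exposure 3 h, 37 °C | technique = DiI fluorescence, bottom read | read-out = cell-associated DiI fluorescence as measure of HDL uptake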
C-LANA FP = inhibitors of KSHV C-LANA binding to DNA, primary screen, biochemical, fluorescence polarization, FAM-LBS DNA, MBP-C-LANA, single point | Kaposi's sarcoma herpesvirus LANA C-terminal domain (residues 932-1162) DNA binding | inhibition, % at 9 µM | hit rate 0.078% among 340,000 | AID 504423, 2011;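 active means highest replicate inhibition at or above 60% at 9 µM, even if other replicates fall short; inactive means all replicates below 60% inhibition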;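 further: 0% = neutral control wells and 100% = 4 µM acridine orange control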
PKA-R2B activ = activators of PKA-R2B holoenzyme, primary screen, biochemical, fluorescence polarization, Cy5-IP20, human; PKA-R2B holoenzyme dissociation; R2B truncated from residue 108, S112A mutant; 0% DMSO only, 100% 113 µM cGMP; activation, % at 11.4 µM; hit rate 0.079% among 340,000;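 active means activation above a cutoff set at the mean over all compounds plus 3 SD, cut at about 18% in these data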;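 further: higher means more holoenzyme dissociation and a rise in polarization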
Target sequence (P31323 whole entry, looked up, other chains not shown, the tested form may be a part): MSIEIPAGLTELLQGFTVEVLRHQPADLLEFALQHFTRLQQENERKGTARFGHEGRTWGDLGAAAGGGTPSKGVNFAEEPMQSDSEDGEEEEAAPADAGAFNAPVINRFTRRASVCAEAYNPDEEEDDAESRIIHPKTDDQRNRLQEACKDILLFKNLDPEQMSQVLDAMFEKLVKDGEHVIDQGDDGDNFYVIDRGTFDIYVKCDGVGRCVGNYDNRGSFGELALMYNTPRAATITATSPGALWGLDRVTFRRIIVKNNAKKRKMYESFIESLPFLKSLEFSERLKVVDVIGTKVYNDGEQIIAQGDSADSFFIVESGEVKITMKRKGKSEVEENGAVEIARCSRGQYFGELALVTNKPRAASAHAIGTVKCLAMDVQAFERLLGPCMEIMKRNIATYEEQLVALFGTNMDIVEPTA
Arrestin-AP2 inh = inhibitors of beta-arrestin/AP2 binding, primary screen, biochemical, GPCR trafficking, flow cytometry; beta-arrestin 1 C-terminal peptide binding to AP2 beta2-adaptin appendage (human); FITC-arrestin peptide / GST-AP2 beads; AP2 beta2 appendage carries R879A mutation; inhibition, % at 10 µM; hit rate 0.31% among 340,000; AID 504490, 2011;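 active means inhibition above a set limit, near 3 SD of compounds lacking own fluorescence, cut at about 54% in these data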;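 further: plate controls were DMSO wells for no effect and 5 µM unlabelled arrestin peptide for full effect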
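test system = AP2 appendage R879A on GSH beads | buffer or medium = PBS plus Tween 20 (0.05%) and BSA (0.1%) | incubation = 12 min plus 1 h, RT | detection = bead flow cytometry, FITC channel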
DAGLB inhibitor = DAGLB lipase inhibitors, primary screen, biochemical, fluorescence, HTS | Diacylglycerol lipase-beta (Homo sapiens), Q8NCG7 | HEK293T DAGLB membrane lysate, EnzChek fluorogenic substrate | inhibition, % at 5.17 µM | hit rate 0.059% among 340,000 | AID 504411, 2011; in the data active means inhibition above about 34%;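 further: 0% = enzyme with vehicle and 100% = wells lacking enzyme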
Keap1-Nrf2 PPI = Keap1-Nrf2 protein-protein interaction inhibitors, primary screen, biochemical, fluorescence polarization, single point. Kelch-like ECH-associated protein 1 (Homo sapiens), Q14145. AID 504523, 2011. hit rate 0.15% among 340,000. inhibition, % at 9.4 µM. Keap1 Kelch-Nrf2 peptide fluorescence polarization, 1536-well; in the data active means inhibition above about 12%; inconclusive means no clear call, values can overlap the other calls; inactive means below about 7.3%;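 further: human Keap1 Kelch domain with fluorescein labeled Nrf2 9mer peptide probe; 0% = neutral control wells and 100% = peptide positive control; higher means more block of Keap1 binding to Nrf2 peptide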
PvdQ acylase = P. aeruginosa PvdQ acylase inhibitors, primary screen, biochemical, fluorescence, plate reader and imaging, single point. inhibition, % at 10 µM. purified PvdQ acylase. PvdQ acylase [Pseudomonas aeruginosa LESB58]. AID 488965, 2010. hit rate 0.063% among 340,000; in the data active means inhibition above about 30%, passing the limit was not always enough; inconclusive means no clear call, values can overlap the other calls;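 further: 0% = vehicle neutral wells and 100% = reference inhibitor wells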
Cardiac RTF inh = cardiac RTF calcium sensitivity inhibitors, primary screen, biochemical, IANBD-TnC fluorescence, EC70 calcium; IANBD-labeled cardiac RTF, Ca2+ fluorescence; inhibition, % at 7.15 µM; hit rate 0.12% among 340,000;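 active means inhibition above the mean inhibition of all tested compounds plus 3 SD, cut at about 17% in these data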;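 further: assay run at fixed EC70 calcium of 1.6 mM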
SR-BI HDL uptake = inhibitors of SR-BI mediated HDL lipid uptake, primary screen, ldlA[mSR-BI] cells, fluorescence, single point; Scavenger receptor class B member 1 (Mus musculus), Q61009; ldlA[mSR-BI] CHO cells, DiI-HDL uptake fluorescence, 3 h; inhibition, % at 12.5 µM; hit rate 0.96% among 320,000;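 active means mean replicate inhibition of at least 70% and a set share of replicates each scoring 70 or more; inconclusive means meets just one of the two criteria; inactive means fails both criteria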;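 further: 0% = median of neutral control wells and 100% = median of positive control wells; values of inactives mirror those of a sister screen read the other way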
Target sequence (Q61009 whole entry, looked up): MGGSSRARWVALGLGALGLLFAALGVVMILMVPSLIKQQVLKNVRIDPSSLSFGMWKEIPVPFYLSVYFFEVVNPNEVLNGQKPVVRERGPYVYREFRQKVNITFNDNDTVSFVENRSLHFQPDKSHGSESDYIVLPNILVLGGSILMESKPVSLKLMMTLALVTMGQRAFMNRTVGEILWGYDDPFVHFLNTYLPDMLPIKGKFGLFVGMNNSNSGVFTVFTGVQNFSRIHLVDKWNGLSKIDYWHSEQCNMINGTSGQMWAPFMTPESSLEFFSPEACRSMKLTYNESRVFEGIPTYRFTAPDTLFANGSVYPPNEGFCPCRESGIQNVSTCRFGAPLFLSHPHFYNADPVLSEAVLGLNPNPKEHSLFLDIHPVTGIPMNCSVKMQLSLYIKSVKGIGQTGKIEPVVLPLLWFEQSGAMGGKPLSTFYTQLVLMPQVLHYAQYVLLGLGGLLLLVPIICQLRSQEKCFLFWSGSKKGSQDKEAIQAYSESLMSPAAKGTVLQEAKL
NSD2 inh = NSD2 histone methyltransferase inhibitors, primary screen, biochemical, AlphaScreen, single concentration, set 2. Histone-lysine N-methyltransferase NSD2 (Homo sapiens), O96028. NSD2 peptide methylation, 120 min. inhibition, % at 12.5 µM. hit rate 0.54% among 310,000; in the data active means inhibition above about 50%
Numbers without * were called inactive; ? = inconclusive; nt = no result given. No enrichment for hits. About 2.1% of those tested had a hit in this group.

SMILES | SR-BI uptake up | C-LANA FP | PKA-R2B activ | Arrestin-AP2 inh | DAGLB inhibitor | Keap1-Nrf2 PPI | PvdQ acylase | Cardiac RTF inh | SR-BI HDL uptake | NSD2 inh
CCOC(=O)c1sc2nc(CSc3ccccc3Cl)[nH]c(=O)c2c1C | -46 | 1.4 | -17 | 3 | -6 | 1 | -3 | -7 | 46 | -3
COCCOC(=O)c1[nH]c2c(c1C)C(=O)CC(c1ccco1)C2 (centres undefined) | -72 | 2.1 | -1 | 10 | 3 | -2 | -8 | 1 | ? | nt
COc1cccc(C2(O)C(=O)Nc3ccccc32)c1 (centres undefined) | 1 | 0.9 | 0 | 12 | -4 | -5 | -21 | 0 | -1 | 0
CC1=NN(c2ccccc2)C(=O)/C1=C\c1ccc(Oc2ccc([N+](=O)[O-])cc2[N+](=O)[O-])cc1 | -14 | 0.1 | -12 | 0 | -5 | 1 | -12 | -10 | 14 | nt
COc1ccc(OC)c(NC(=O)NCCCCc2ccccc2)c1 | -4 | 0.6 | 2 | 37 | -6 | -2 | 6 | -2 | 4 | 6
COc1cccc(Oc2ccc(C(F)(F)F)cc2NC(=O)C2=COCCO2)c1 | 0 | 0.4 | 3 | 21 | -5 | -2 | 1 | -2 | 0 | 0
CCOc1ccc(NC(=O)CCS(=O)(=O)c2ccc3c(c2)CCCN3C(C)=O)cc1 | 2 | 0.6 | 0 | 31 | 0 | -2 | 11 | 1 | -2 | -5
O=C(CCN1C(=O)[C@@H]2Cc3ccccc3CN2C1=O)N[C@@H](Cc1ccccc1)C(=O)O | -4 | 0.8 | 2 | 11 | 1 | -1 | -11 | -3 | 4 | nt
CCN(CC)c1ccc(/C=N/NC(=O)Nc2nonc2N)cc1 | 18 | -0.9 | -3 | -1 | 3 | 3 | 9 | 0 | -18 | 3
CCn1c(=O)cc(SCC(=O)N2CCOCC2)c2ccccc21 | -1 | 0.9 | 10 | 1 | -1 | -1 | -12 | -5 | 1 | -2
O=C(Cc1cccs1)Nc1nnc(-c2ccccc2)s1 | 14 | -1.0 | 1 | -6 | -5 | -2 | -13 | -6 | -14 | -2
COc1ccc(N2CCN(C(=O)c3cc4c(s3)-c3ccccc3S(=O)(=O)C4)CC2)cc1 | nt | -0.2 | -12 | -15 | 3 | -3 | -7 | -28 | nt | 1
CCOC(=O)/C(C#N)=N\Nc1cc(Cl)ccc1OC | -18 | 2.6 | 8 | 3 | -4 | ? | -12 | -26 | 18 | 1
Cn1c(O)c(/C=C2\C=NN=C2c2ccccc2)sc1=S | -14 | -0.9 | 6 | -12 | -6 | -2 | -20 | -8 | 14 | 0
Cc1cc(C(=O)CSc2nc3ccc(Cl)cc3[nH]2)c(C)n1CC1CCCO1 (centres undefined) | -9 | 0.2 | -2 | -10 | 0 | -4 | -7 | 0 | 9 | 2
C=CCN1CCN(C(=O)c2ccc3c(c2)OCO3)CC1 | 13 | -0.8 | 3 | -1 | 0 | -6 | -9 | -3 | -13 | nt
Cc1ccc(SCc2c(C(=O)N/N=C/c3cccnc3)nnn2-c2nonc2N)cc1 | 5 | -0.1 | 1 | 6 | 0 | 2 | -6 | -11 | -5 | -2
O=c1/c(=C\c2ccc(F)cc2)sc2n1CCCN=2 | -9 | 1.1 | 0 | -1 | -3 | -1 | 6 | 5 | 9 | -3
Cc1ccccc1CN1CCC(n2nccc2NC(=O)CCOc2ccccc2)CC1 | 9 | 0.8 | -1 | -13 | 3 | 3 | -11 | 0 | -9 | 2
C[C@H](CO)N1C[C@H](C)[C@@H](CN(C)C(=O)NC2CCCCC2)Oc2c(NC(=O)c3ccncc3)cccc2C1=O | 11 | 25 | 1 | 6 | 0 | -8 | 13 | 0 | -11 | nt

Nothing new here: entries from further up.
SMILES | SR-BI uptake up | C-LANA FP | PKA-R2B activ | Arrestin-AP2 inh | DAGLB inhibitor | Keap1-Nrf2 PPI | PvdQ acylase | Cardiac RTF inh | SR-BI HDL uptake | NSD2 inh
CCOC(=O)c1sc2nc(CSc3ccccc3Cl)[nH]c(=O)c2c1C | -46 | 1.4 | -17 | 3 | -6 | 1 | -3 | -7 | 46 | -3
COCCOC(=O)c1[nH]c2c(c1C)C(=O)CC(c1ccco1)C2 (centres undefined) | -72 | 2.1 | -1 | 10 | 3 | -2 | -8 | 1 | ? | nt

(further entries)
SMILES | SR-BI uptake up | C-LANA FP | PKA-R2B activ | Arrestin-AP2 inh | DAGLB inhibitor | Keap1-Nrf2 PPI | PvdQ acylase | Cardiac RTF inh | SR-BI HDL uptake | NSD2 inh
CCc1ccc(NC(=O)CCS(=O)(=O)c2cccc3nsnc23)cc1 | 1 | 1.3 | -11 | 24 | 1 | 0 | -8 | 7 | -1 | -1
O=C(CCN1C(=O)c2ccccc2S1(=O)=O)Nc1ccc(C(=O)O)cc1 | 21 | 0.3 | 0 | -6 | -1 | -4 | -10 | 0 | -21 | nt
O=C(CCc1nnc(-c2ccccc2)o1)NCc1c(F)cccc1F | 30 | 0.5 | -3 | 10 | -1 | -1 | 5 | -11 | -30 | -1
Cc1cccc2c1N(CC(=O)OC(C)C)C(=O)C2=O | 1 | 1.3 | -7 | 9 | 2 | 0 | -11 | -10 | -1 | nt
CN(C)C(=O)N=NC(=O)N(C)C | 8 | -0.4 | 11 | 5 | 3 | -5 | -24 | -7 | -8 | nt
CCOC(=O)C1CCC(CN(Cc2ccccc2C)S(=O)(=O)c2ccc([N+](=O)[O-])cc2)CC1 (centres undefined) | 1 | 0.9 | 3 | 2 | -19 | 2 | -4 | 9 | -1 | 1
CC(C)[C@H](NC(=O)c1ccccc1F)C(=O)Nc1nc2c(s1)CCCC2 | 15 | -0.5 | 5 | 14 | 3 | 0 | 10 | -21 | -15 | 0
COc1cc(NC(=O)c2cc3c(CO)cnc(C)c3oc2=Nc2cccc(C(N)=O)c2)cc(OC)c1 | -21 | 1.2 | -8 | -18 | -2 | -1 | -2 | -3 | 21 | -2
O=C(Nc1nn[nH]n1)C12CC3CC(CC(C3)C1)C2 | -10 | -0.8 | -12 | -2 | 1 | -6 | -12 | -7 | 10 | -3
Cc1ccc(NC(=O)COc2ccc(Br)cc2CO)cc1S(=O)(=O)N1CCOCC1 | -55 | 2.0 | 0 | -4 | -5 | -5 | -14 | -3 | 55 | 2
COc1ccc(/C(C)=N/NC(=O)CNC(=O)C(c2ccccc2)c2ccccc2)c(OC)c1 | -25 | -0.6 | -2 | 22 | 2 | 1 | 2 | 1 | 25 | -1
COc1ccc(Cl)cc1NS(=O)(=O)c1cn(C)nc1C | 10 | 0.4 | -13 | 3 | -2 | -4 | -9 | -3 | -10 | 0
O=C(Nc1cccc(F)c1)NC1CC2CCCC(C1)N2C1CC1 (centres undefined) | 2 | -0.7 | -3 | 3 | 1 | -4 | -13 | -22 | -2 | 12
COc1ccc(OC)c(NC(=O)CCC(=O)N(Cc2ccc(OC)c(OC)c2)c2nccs2)c1 | -73 | 0.5 | -1 | 2 | 0 | -3 | -3 | -5 | ? | 3
CCCCN(C(=O)C1CCCO1)c1c(N)n(CCC)c(=O)[nH]c1=O (centres undefined) | 27 | -1.2 | 0 | -16 | 2 | 4 | -13 | -5 | -27 | -8
CSc1ccccc1NS(=O)(=O)c1ccccc1 | 6 | 7.7 | 3 | 4 | -4 | -2 | 13 | -3 | -6 | -2
Cc1ccc(-c2nn3c(C)nnc3c3ccccc23)cc1S(=O)(=O)NC(C)(C)CO | 23 | -0.5 | -5 | -12 | 2 | 0 | -16 | -4 | -23 | 0
O=C(NCc1ccccc1)c1onc(CSc2ccc(F)cc2)c1C(=O)NCCCN1CCOCC1 | 8 | -0.6 | -5 | 4 | 10 | -3 | -12 | -2 | -8 | nt
NC(=O)c1cc(Cl)cn(-c2ccccc2)c1=O | 29 | 1.3 | -4 | 5 | -5 | 3 | 4 | -6 | -29 | nt
CN1c2ccccc2Oc2nnc(Cl)cc21 | 19 | 0.8 | 6 | -3 | -2 | 2 | -3 | -10 | -19 | 0
CCOC(=O)N(C)S(=O)(=O)c1ccccc1[N+](=O)[O-] | nt | -0.2 | 0 | -9 | 0 | -3 | 16 | 0 | nt | -4
C/C(=C(/CCO)SSCC1CCCO1)N(C=O)Cc1cnc(C)nc1N (centres undefined) | 0 | 1.3 | 2 | 5 | 0 | -40 | -4 | 8 | 0 | nt
CCOC(=O)N1CCN(C(=O)c2ccc(Cl)c(S(=O)(=O)Nc3ccccc3)c2)CC1 | -3 | -0.7 | 5 | -5 | 3 | -2 | -13 | -4 | 3 | 0
Nc1nc(-c2ccccc2)cc(C(F)(F)F)n1 | -1 | 0.3 | -1 | 25 | -2 | 3 | 1 | 0 | 1 | 1
Cc1nnc(SCC(=O)Nc2cccc(Cl)c2)n1CC1CCCO1 (centres undefined) | 16 | 2.2 | 7 | -3 | 0 | -2 | -12 | 0 | -16 | nt
COCC(=O)N1CCC(Oc2ccc(C(=O)N(C)C(C)c3ccon3)cc2)CC1 (centres undefined) | 21 | 1.8 | -3 | 2 | 1 | -1 | -1 | -1 | -21 | 1
O=c1[nH]cc(-c2ccccc2)c(=O)[nH]1 | 13 | 1.2 | -9 | 2 | -6 | -7 | -25 | -14 | -13 | -3
CCOC(=O)/C(=N\Nc1ncnc2ccccc12)c1ccc(C)cc1 | -17 | 0.1 | 3 | -3 | -2 | -6 | -3 | -8 | 17 | 5
COc1ccc(NC(=O)CN(c2ccccc2)S(=O)(=O)N(C)C)cc1Cl | -6 | -0.7 | -5 | -16 | -1 | -1 | -17 | -1 | 6 | -2
O=S(=O)(c1ccccc1)N1CCN(C(=S)NC2CCCC2)CC1 | nt | -1.1 | 2 | -5 | -2 | -6 | 4 | 12 | -21 | -1
O=C(NCc1ccc(F)cc1)c1ccc(N2CCc3ccccc32)c([N+](=O)[O-])c1 | nt | 2.2 | -12 | -7 | 21 | 0 | -15 | 6 | nt | 1
c1cc2c3c(cccc3c1)NN=N2 | 4 | 0.4 | -10 | 10 | 9 | 2 | -5 | 3 | -4 | -1
